TRPC4 block: inhibitors of mouse TRPC4 channel, primary screen, Fluo4 calcium, HEK293 TRPC4beta/mu-opioid cells | Short transient receptor potential channel 4 (Mus musculus), Q9QUQ5 | DAMGO-evoked Fluo4 calcium flux; active compounds read low | 300,000 compounds, 0.39% hits | AID 2247, 2010 | B-score at 10 µM;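 active means B-score over 3 SD under the library average, no early fluorescence shift, positive overall ratio signal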
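System: stable TRPC4beta/mu-opioid receptor HEK293 cells; Dosing: single-point compound dosing; Measured by: Fluo4 Ca2+ flux fluorescence; Read-out basis: per-well B score of integrated baseline-normalized Fluo4 ratio.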
TRPC4 PAM: positive allosteric modulators of TRPC4, primary screen, cell-based, mouse TRPC4beta, HEK293 mu-opioid, Fluo-4 calcium. DAMGO EC20, Fluo-4 Ca2+ flux; active compounds read high. B-score at 10 µM. 310,000 compounds, 0.42% hits. AID 2227, 2009. Short transient receptor potential channel 4 (Mus musculus), Q9QUQ5;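 active means B-score of calcium response area above 5 SD of library B-scores, with initial fluorescence ratio within 5 SD of library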;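 further: B-score of integrated fluorescence ratio over time as area under calcium response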
MrgX1 PAM: positive allosteric modulators of MrgX1, primary screen, HEK293 cells, Fluo-4 calcium flux. Mas-related G-protein coupled receptor member X1 (Homo sapiens), Q96LB2. FDSS; active compounds read high. B-score at 10 µM. 310,000 compounds, 0.63% hits;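 active means plate-corrected calcium response at least 3 library SD above typical, normal starting fluorescence, not activating the receptor alone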;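 further: compound read alongside a low EC10 to EC30 dose of BAM8-22 agonist; peak minus trough fluorescence over baseline measured at the second addition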
TRPC6 inhibitor: mouse TRPC6 channel inhibitors, primary screen, cell-based, HEK293, membrane potential dye | 310,000 compounds, 1.1% hits | B-score at 10 µM | AID 2553, 2010 | ACh-evoked depolarization; active compounds read low | Short transient receptor potential channel 6 (Mus musculus), Q61143;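 active means B-score under library mean minus 3 SD, initial fluorescence not abnormally high, positive integrated signal ratio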;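 further: B-score derived from integrated fluorescence ratio over the kinetic read; more negative B-score means stronger inhibition of depolarization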
Target sequence (Q61143 whole entry, looked up): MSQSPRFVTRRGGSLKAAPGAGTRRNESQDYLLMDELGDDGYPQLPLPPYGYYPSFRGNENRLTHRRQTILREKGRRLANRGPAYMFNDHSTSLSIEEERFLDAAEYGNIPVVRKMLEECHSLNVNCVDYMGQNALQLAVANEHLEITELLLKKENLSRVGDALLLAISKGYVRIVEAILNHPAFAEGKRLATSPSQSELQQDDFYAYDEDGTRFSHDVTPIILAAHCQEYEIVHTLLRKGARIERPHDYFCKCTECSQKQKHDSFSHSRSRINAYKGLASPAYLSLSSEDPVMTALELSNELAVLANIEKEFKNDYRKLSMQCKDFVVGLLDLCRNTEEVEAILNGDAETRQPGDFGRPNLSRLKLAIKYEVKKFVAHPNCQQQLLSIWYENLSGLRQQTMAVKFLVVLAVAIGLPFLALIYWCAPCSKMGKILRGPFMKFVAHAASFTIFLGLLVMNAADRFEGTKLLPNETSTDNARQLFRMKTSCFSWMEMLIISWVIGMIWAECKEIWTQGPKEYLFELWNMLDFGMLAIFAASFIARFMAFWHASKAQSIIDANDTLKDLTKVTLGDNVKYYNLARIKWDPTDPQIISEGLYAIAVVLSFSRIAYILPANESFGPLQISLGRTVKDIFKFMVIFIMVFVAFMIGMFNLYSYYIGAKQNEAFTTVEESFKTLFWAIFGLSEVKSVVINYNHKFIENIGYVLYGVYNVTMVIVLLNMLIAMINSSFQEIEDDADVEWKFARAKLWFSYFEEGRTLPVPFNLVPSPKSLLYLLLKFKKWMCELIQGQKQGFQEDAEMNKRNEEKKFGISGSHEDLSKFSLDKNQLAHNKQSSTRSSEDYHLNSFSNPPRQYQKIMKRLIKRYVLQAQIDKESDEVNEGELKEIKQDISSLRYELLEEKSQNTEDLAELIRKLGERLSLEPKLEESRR
TRPC6 activator: mouse TRPC6 channel activators, primary screen, cell-based, HEK293, membrane potential dye. HEK293-TRPC6 membrane potential dye fluorescence; active compounds read high. 310,000 compounds, 0.13% hits. B-score at 10 µM;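 active means B-score of the integrated fluorescence ratio above library mean plus 3 SD, and starting fluorescence ratio within library mean plus 5 SD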;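 further: higher score means more depolarization so channel activation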
TRPC4 agonist: activators of mouse TRPC4 channel, primary screen, Fluo4 calcium, HEK293 TRPC4beta/mu-opioid cells; Short transient receptor potential channel 4 (Mus musculus), Q9QUQ5; Fluo4 calcium fluorescence; active compounds read high; B-score at 10 µM; 310,000 compounds, 0.49% hits; AID 2237, 2010;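 active means B-score above 5 SD of library B-scores, and initial fluorescence ratio not above library mean plus 5 SD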;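 further: positive B-score marks a calcium rise read as TRPC4 activation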
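Incubation: 45 min room-temperature Fluo4 loading, 110 s read / System: HEK293 cells stably co-expressing mouse TRPC4beta and mu-opioid receptor / Signal: Fluo4 fluorescence, kinetic / Control set: buffer (low) and maximal DAMGO (high) / Measure: integrated baseline-normalised fluorescence ratio, converted to per-well B score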
AI-2 QS mod: Vibrio harveyi AI-2 quorum sensing modulators, primary screen, JMH597 strain, luminescence/OD600 ratio; Vibrio harveyi JMH597 AI-2 luminescence/OD600 ratio, 9 h; active compounds read low; strain lacks LuxN and CqsS sensors; 0 = neutral-control median; 300,000 compounds, 0.4% hits; activity change, % at 7.5 µM; in the data active means activity change below about -75%, passing the limit was not always enough;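 further: luminescence divided by OD600 gain over 9 h not by final OD600 alone; inactives centre near 13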
MrgX1 agonist: agonists of human MrgX1 receptor, primary screen, HEK293 cells, Fluo-4 calcium flux. B-score at 10 µM. Fluo-4 calcium fluorescence, agonist mode; active compounds read high. AID 588627, 2011. Mas-related G-protein coupled receptor member X1 (Homo sapiens), Q96LB2. 310,000 compounds, 0.44% hits;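 active means calcium response B-score plate-corrected fluorescence ratio at least 3 library SD, with starting fluorescence B-score inside 5 SD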
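Material: MrgX1-expressing HEK293 cells / Dosing: compound as first of three additions / Incubation: overnight seeding, then 1 h dark dye loading / Signal: Fluo-4 NW calcium fluorescence / Evaluation: B-scored fluorescence response ratio / Benchmarks: positive and negative control wells on each plate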
MrgX1 antagonist: antagonists of human MrgX1 receptor, primary screen, HEK293 cells, Fluo-4 calcium flux. AID 588676, 2011. Mas-related G-protein coupled receptor member X1 (Homo sapiens), Q96LB2. 310,000 compounds, 1.3% hits. B-score at 10 µM. BAM8-22 antagonism; active compounds read low;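 active means calcium-response B-score plate-corrected more than 3 library SD below zero, starting fluorescence within 5 deviations, no agonist response on first addition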;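 further: peak minus trough fluorescence over baseline after final BAM8-22 challenge near maximal dose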
HIF act: HIF pathway transcriptional activators, primary screen, cell-based, U2OS HRE-luciferase, luminescence | U2OS HRE-luciferase reporter; normalized: DMSO 0%, desferrioxamine 100% | activation, % at 7.5 µM (by protocol) | 300,000 compounds, 0.32% hits;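 active means mean activation of at least 10% of the iron chelator positive control signal, with at least half of replicates also reaching 10%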
PolyA inh: polyadenylation inhibitors in yeast reporter cells, primary screen, luminescence, S. cerevisiae; calls only at 12 µM; 300,000 compounds, 0.02% hits; S. cerevisiae SKY197-pL101 polyadenylation reporter, beta-gal luminescence; efflux-impaired pdr1/pdr3 knockout yeast; score 100 = 6 SD above DMSO;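 active means lowest replicate activity score at least 50, where 100 means six control SD above control mean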;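 further: yeast exposed to compound for 9 h at 30 °C; higher score means more reporter readthrough which indicates perturbed polyadenylation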
* marks the source's active call; other numbers are inactive results; i = inactive; . = not tested or not shown; & = joins results of further samples. These rows are one share of the data. The share of hits here may be higher or lower than overall.

No.	compound	TRPC4 block	TRPC4 PAM	MrgX1 PAM	TRPC6 inhibitor	TRPC6 activator	TRPC4 agonist	AI-2 QS mod	MrgX1 agonist	MrgX1 antagonist	HIF act	PolyA inh
1	COCCCN1C(=O)C(=O)/C(=C(/O)c2ccc(S(=O)(=O)N3CCCCC3)cc2)C1c1cccc(OC)c1 (stereo not given)	i	i	i	i	i	i	18.8	i	i	0.4	i
2	CCCCCc1ccc(-c2cn(CC3CCCCC3)nn2)cc1	i	i	i	i	i	i	6.4	i	i	-0.7	i
3	CCC1=NN(C(=O)C(=O)Nc2ccc(Br)cc2)C(O)(C(F)(F)F)C1 (stereo not given)	i	i	i	i	i	i	4.0	i	i	0.0	i
4	Cc1cc(=O)oc2cc(NC(=O)c3cccc(F)c3)ccc12	i	i	i	i	i	i	18.2	i	i	0.9	i
5	CCOC(=O)C1CCN(S(=O)(=O)c2ccc3oc(=O)ccc3c2)CC1	i	i	i	i	i	i	12.4	i	i	-0.3	i
6	COc1ccc(NC(=O)CN(C)C(=O)CNC(=O)c2ccc(C)s2)cc1	i	i	i	i	i	i	26.6	i	i	-1.3	i
7	CCCCC(=O)NC(c1ccc(N(C)C)cc1)c1ccc2cccnc2c1O (stereo not given)	i	i	i	i	i	i	.	i	i	88.6*	i
8	CC(C)c1onc(C(=O)NCc2cccs2)c1[N+](=O)[O-]	i	i	i	i	i	i	9.5	i	i	-0.1	i
9	Cc1ccc(C)c(-n2cc[nH]c2=S)c1	i	i	i	i	i	i	16.1	i	i	0.1	i
10	CC(NC(=O)CN(C)S(=O)(=O)c1cccc2nsnc12)c1ccccc1 (stereo not given)	i	i	i	i	i	i	11.3	i	i	-0.2	i
11	Cc1cccc(NC(=O)CCn2nc(C)cc2C)c1	.	.	i	.	.	.	16.2	i	i	0.2	i
12	Cc1ccccc1-n1c(SCC(=O)N(C)C2CCS(=O)(=O)C2)nnc1-c1ccncc1 (stereo not given)	i	i	i	i	i	i	20.0	i	i	-0.5	i
13	Cn1c(=O)[nH]c(=O)c2c1nc(SCCN1CCCCC1)n2Cc1ccccc1	i	i	i	i	i	i	29.5	i	i	-1.3	i
14	Cc1ccc(-c2cc(C(=O)N/N=C/c3ccc([N+](=O)[O-])o3)c3ccccc3n2)o1	i	i	i	i	i	i	0.7	i	i	.	.
15	Cc1ccccc1OCC(=O)NCC(=O)N/N=C/c1cccc([N+](=O)[O-])c1	i	i	i	i	i	i	13.8	i	i	0.0	i
16	O=C(/C=C/Sc1ccccc1)c1ccc(Cl)cc1	i	i	i	i	i	i	-53.2	i	i	3.8	i
17	O=C(Nc1ccc(Br)c(Cl)c1)c1ccco1	i	i	i	i	i	i	1.1	i	i	2.9	i
18	O=C(CN1C(=O)C2(OCCO2)c2ccccc21)c1ccc(F)cc1	i	i	i	i	i	i	19.9	i	i	-0.3	i
19	O=C(Cc1nc2ccccc2[nH]c1=O)c1ccc(Cl)cc1	i	i	i	i	i	i	7.3	i	-5.73*	2.5	i
20	O=C(NNC(=O)c1cccc(-n2cnnn2)c1)c1ccccc1	i	i	i	i	i	i	13.8	i	i	0.0	i
21	O=C(COc1ccccc1Cl)Nc1nc(-c2cccs2)cs1	i	i	i	i	i	i	13.2	i	i	0.1	i
22	COc1cc(NS(=O)(=O)c2cccc3nsnc23)c(C(=O)O)cc1OC	i	i	.	i	i	i	7.0	.	.	-0.3	i
23	CCCCCCn1c(=O)c(F)cn(Cc2ccc(OC)c([N+](=O)[O-])c2)c1=O	i	i	i	i	i	i	20.5	i	i	-0.5	i
24	CCCCNS(=O)(=O)c1ccc(S(=O)(=O)N2CCC3(CC2)OCCO3)cc1	i	i	i	i	i	i	16.8	i	i	-0.5	i
25	CC(=O)c1cccc(Oc2ncccn2)c1	i	i	i	i	i	i	6.4	i	i	-24.1	i
26	Cc1cccn2c(=O)c3cc(C(=O)NCc4ccco4)c(=N)n(C(C)C)c3nc12	i	i	i	-8.05*	i	i	14.7	i	i	0.5	i
27	Clc1nnc(N2CCCCC2)c2ccccc12	i	i	i	i	i	i	7.8	i	i	-0.2	i
28	COc1ccc(-n2c(C)cc(-c3cn4cccc(C)c4n3)c2C)cc1	i	i	i	i	i	i	-0.6	i	i	-0.9	i
29	COc1ccccc1NC(=O)c1ccc(NC(=O)CN2CCN(C(=O)c3ccco3)CC2)cc1	i	i	i	i	i	i	6.8	i	i	-0.6	i
30	O=c1oc2ccccc2cc1-c1nc2c(s1)CCCC2	i	i	i	i	i	i	20.7	i	i	-1.1	i
31	CCC(C)(C)NC(=O)C(c1ccc(OC)cc1)N(C(=O)CCC(=O)Nc1cc(C)on1)c1ccc(OC)c(OC)c1 (stereo not given)	i	i	i	i	i	i	16.0	i	i	-0.2	i
32	Cc1oc(C(C)(C)C)cc1C(=O)Nc1cccc(C(=O)O)c1	i	i	i	i	i	i	27.1	i	i	2.6	i
33	CCN1C(=O)c2ccccc2S(=O)c2ccc(C(=O)NCCCN3CCCC3=O)cc21 (stereo not given)	i	i	i	i	i	i	4.7	i	i	0.0	i
34	CCc1nc(SCC(=O)Nc2ccc([N+](=O)[O-])cc2)n[nH]1	i	i	i	i	i	i	5.0	i	i	-0.1	i
35	CC(C)CCOC(=O)C[N+](C)(C)CCOC1CC2CCC1(C)C2(C)C (stereo not given)	i	i	i	-5.65*	i	i	32.7	i	i	0.1	i
36	COC(=O)[C@]1(Cc2ccccc2)N[C@H](c2ccc(-c3ccc(Cl)c(Cl)c3)cc2)[C@@H]2C(=O)N(C)C(=O)[C@@H]21	i	i	i	i	i	i	26.8	i	i	-0.4	i
37	FC(F)Oc1ccc(/C=N/c2c(-c3ccc(OC(F)F)cc3)nc3n2CCS3)cc1	i	i	i	i	i	i	15.6	i	i	2.2	i
38	CCCCc1c(O)nc(SCC(=O)N2CCCCCC2)[nH]c1=O	i	i	i	i	i	i	8.7	i	i	0.1	.
39	COc1ccc(C(CNC(=O)COc2ccccc2C)N2CCCC2)cc1 (stereo not given)	i	i	i	i	i	i	-2.7	i	i	-0.1	i
40	CCc1cccc(NC(=S)N(CCN(C)C)C(C)c2ccncc2)c1 (stereo not given)	i	i	i	i	i	i	4.6	i	i	-0.1	.
41	O=c1cnc2cc([N+](=O)[O-])ccc2[nH]1	i	i	i	i	i	i	28.0	i	i	0.0	i
42	CCOC(=O)c1ccc(N2C(=O)CC(Nc3ccc(O)cc3)C2=O)cc1 (stereo not given)	i	i	i	i	i	i	6.6	i	i	-0.3	i
43	COC(=O)c1ccc(NC(=O)c2cc3c(CO)cnc(C)c3oc2=Nc2cccc(C(N)=O)c2)cc1	i	i	i	i	i	i	3.5	i	i	-12.6	i
44	O=C(NCCc1ccccc1C(F)(F)F)C1CCC(=O)N(C2CC2)C1 (stereo not given)	i	i	i	i	i	i	13.9	i	i	-0.2	i
45	CS(=O)(=O)Nc1cccc(C(=O)CC2(O)C(=O)Nc3ccc(Br)cc32)c1 (stereo not given)	i	i	i	i	i	i	3.8&14.5	i	i	-0.3	i
46	CCCCc1cc(=O)oc2cc(OCC(=O)NCC3CCC(C(=O)O)CC3)ccc12 (stereo not given)	i	i	i	i	i	i	8.5	i	i	-0.1	i
47	CCCN(Cc1ccccc1)C(=S)Nc1cccc(C)c1C	i	i	i	i	i	i	5.1	i	i	0.0	i
48	O=C(Cn1c(C(F)(F)F)nc2ccccc21)c1ccc(Cl)cc1	i	i	i	i	i	i	19.5	i	i	-0.5	i
49	Nc1ccc2nc(-c3ccc(N)c(Cl)c3)[nH]c2c1	i	i	i	i	i	i	38.3	i	i	0.7	i
50	CCOc1cc(CN2CCCC(N3CCc4ccccc4C3)C2)ccc1O (stereo not given)	i	i	i	i	i	i	32.9	i	i	-17.6	i
51	O=C(/C=C\NCC(=O)c1ccccc1)c1ccc2ccccc2c1	i	i	i	i	i	i	7.2	i	i	0.8	i
52	CC(OC(=O)c1nsc(Cl)c1Cl)C(=O)NCc1ccc2c(c1)OCO2 (stereo not given)	i	i	i	i	i	i	-4.2	i	i	-0.1	i
53	COc1cccc(/C=N/Nc2nc(Nc3ccc([N+](=O)[O-])cc3)nc(N3CCCC3)n2)c1O	i	i	i	i	i	i	15.5	i	i	-0.4	i
54	Cc1cccc(NC(=O)CSc2nnc(NC(=O)c3ccco3)s2)c1	i	i	i	i	i	i	32.2	i	i	0.3	i
55	O=c1c2ccccc2nc2n1-c1ccccc1CCC2	i	i	i	i	i	i	22.3	i	i	-0.2	.
56	Cc1nc(CNS(=O)(=O)c2ccc(F)cc2)cs1	i	i	i	i	i	i	-0.1	i	i	1.0	i
57	C=C(C)C(=O)Nc1cccc(C2=NOC3(C2)C[C@@H](C(N)=O)N(C(=O)/C=C/C=C/C)C3)c1 (stereo not given in full)	i	i	i	i	i	i	15.0	i	i	-0.1	i
58	CCSc1nnc(NC(=O)Cn2cnc3c2c(=O)n(C)c(=O)n3C)s1	i	i	i	i	i	i	1.1	i	i	-0.2	i
59	O=C1Cc2cc(S(=O)(=O)Nc3ccccc3Cl)cc3c2N1CCC3	i	i	i	i	i	i	13.4	i	i	0.6	i
60	Cc1c(NC(=O)CN2CCN(C(=O)c3ccco3)CC2)c(=O)n(-c2ccccc2)n1C	i	i	i	i	i	i	15.8	i	i	-0.7	i
61	COc1ccccc1CNC(=O)CN(C)Cc1ccc(SC)cc1	i	i	i	i	i	i	21.5	i	i	-0.1	i

Source: PubChem (several laboratories)
